# Shn3 inh set2 = reduces Shn3 3'UTR luciferase signal in osteoblasts; Clone20 osteoblast Shn3 3'UTR firefly luciferase, 24 h; inhibition, % at 12.5 µM; hit rate 0.52% among 360,000; AID 588674;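 active means mean inhibition of at least 75% with every replicate also reaching 75%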;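 further: 0% = median of neutral control wells and 100% = pilot-screen positive control compound; some compounds past the cut are filed as inactive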
# TRPM1 prom inh = reduces MITF-dependent TRPM1 promoter luciferase signal; SK-MEL-5 TRPM1 promoter luciferase, 24 h; hit rate 0.83% among 330,000; inhibition, % at 12.5 µM;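 active means mean inhibition across replicates of 60% or more, whatever share of single replicates reaches that level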; further: values of inactives mirror those of a sister screen read the other way
# Peg3 prom inh = Peg3 promoter activity inhibition; HeLa PEG-Prom luciferase reporter, luminescence, overnight; inhibition, % at 20 µM; hit rate 1.7% among 360,000;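 active means inhibition of at least 50% at 20 µM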
# CF NFkB block = inhibitors of cystic fibrosis induced NF-kB; hit rate 0.86% among 360,000; KKLEB NF-kB-GFP reporter, PAF-induced, GFP fluorescence overnight; inhibition, % at 5 µM;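 active means at least 50% inhibition at 5 µM, scaled per plate between neutral and stimulator controls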;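 further: PAF is a Pseudomonas aeruginosa culture filtrate used as stimulus; plate controls were PAF-stimulated DMSO wells for no effect and unstimulated DMSO wells for full effect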
# TWEAK-Fn14 inh = TWEAK-Fn14 signaling inhibition; TWEAK-stimulated Fn14 reporter cells, luciferase luminescence, 8 h; AID 1159606; inhibition, % at 10 µM; hit rate 2% among 360,000; in the data active means inhibition above about 50%
# KKLEB cytotox = CF airway cell cytotoxicity counter-screen; hit rate 0.36% among 360,000; activity change (cytotoxicity), % at 5 µM; KKLEB CF airway cells viability, ATPlite luminescence, overnight; hits give low values; cells stimulated with P. aeruginosa culture filtrate;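 active means corrected activity change at or below -50% at 5 µM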
# NR2E3 ag-1 = agonists of human nuclear receptor NR2E3; Q9Y5X4; hit rate 0.12% among 320,000; AID 2300; GST-NR2E3/biotin-RetCOR TR-FRET, 1536-well; inhibition of corepressor binding, % at 4.78 µM;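 active means percent inhibition above the cutoff of mean plus 3 SD of all tested compounds, set per screening campaign, cut at about 20% in these data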;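 further: 0% = DMSO wells and 100% = biotin wells as full block of FRET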
# Target sequence (Q9Y5X4 whole entry, looked up): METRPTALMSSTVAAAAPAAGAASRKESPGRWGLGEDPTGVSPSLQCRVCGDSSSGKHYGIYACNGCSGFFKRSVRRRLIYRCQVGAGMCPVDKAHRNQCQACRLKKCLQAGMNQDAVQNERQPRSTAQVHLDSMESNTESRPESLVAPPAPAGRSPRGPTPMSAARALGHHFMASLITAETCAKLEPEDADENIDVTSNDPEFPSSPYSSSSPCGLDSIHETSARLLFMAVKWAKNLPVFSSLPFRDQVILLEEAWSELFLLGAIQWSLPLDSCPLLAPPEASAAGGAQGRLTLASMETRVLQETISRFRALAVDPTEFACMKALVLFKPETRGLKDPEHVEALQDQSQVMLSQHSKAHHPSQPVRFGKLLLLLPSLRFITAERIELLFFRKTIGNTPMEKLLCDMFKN
#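 Material: NR2E3–RetCOR corepressor complex / Amount: 1.35 nM GST-NR2E3 / Medium: Tris pH 7.5 / Compound: single nominal compound dose of 4.8 µM / Incubation: 5 h at 4 °C / Technique: TR-FRET, Eu(K)-anti-GST donor, streptavidin-D2 acceptor, ex 340, em 617/671 nm / Read-out basis: percent loss of FRET ratio relative to control wells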
# HIF-2a inh = inhibitors of HIF-2a. AID 624352. 786-0 RCC cells HIF-2a reporter, luciferase luminescence, overnight. hit rate 0.72% among 360,000. inhibition, % at 18.8 µM;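 active means inhibition of the luminescence signal of 40% or more relative to plate controls, in a single-dose primary screen at 18.75 µM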
# hiPSC survival = hiPSC single-cell survival enhancement; survival enhancement, % at 20 µM; ATPlite luminescence; 100% = ROCK inhibitor wells, 0% = DMSO; hit rate 0.044% among 360,000; in the data active means survival enhancement above about 18%;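 further: cells exposed to compounds for 16 hours before the ATP read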
# NR2E3 ag-2 = human photoreceptor-specific nuclear receptor agonism. hit rate 0.35% among 360,000. CHO-S Gal4-NCOR/VP16-NR2E3 two-hybrid, luciferase. AID 602229. inhibition of corepressor binding, % at 3.98 µM;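 active means inhibition above the mean of all tested compounds plus 3 SD, cut at about 70% in these data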;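 further: 0% = DMSO with NR2E3 transfected cells and 100% = cells lacking NR2E3 construct; higher means lower luciferase signal from less NR2E3 corepressor binding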
# aDG glyco up = increases alpha dystroglycan glycosylation; Pro5-aDG cells, alpha-DG glycosylation AlphaScreen (IIH6); 0% Pro5, 100% B10-LARGE cell signal; activation, % at 10 µM; hit rate 0.22% among 360,000; AID 624168;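 active means activation of at least 8% versus controls, or a plate z-score of at least 8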;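 further: Pro5 are CHO cells carrying HIG-tagged alpha-DG that lacks glycosylation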
# An asterisk follows results filed as active; x = not tested or not shown; & = joins results of further samples. No enrichment for hits. Share with any hit: about 4.4%.
SMILES,Shn3 inh set2,TRPM1 prom inh,Peg3 prom inh,CF NFkB block,TWEAK-Fn14 inh,KKLEB cytotox,NR2E3 ag-1,HIF-2a inh,hiPSC survival,NR2E3 ag-2,aDG glyco up
CCC(CC)C(=O)N(C)c1c(C)nc2c(OCc3cccc(Cl)c3)cccn12,14,x,12,-9,13,7,x,17,0.5,23,1.5
Cc1ccc(-n2c(Cc3cccn3C)nnc2SCC(=O)NCc2ccc3c(c2)OCO3)cc1,10,2,-28,1,-8,-9,3,3,-1.9,22,-0.2
COc1cccc(C2CC(c3ccc(F)cc3)Nc3nc(N)nn32)c1 (stereo not drawn),5,-3,3,-14,-4,16,-1,12,-1.5,0,-0.2
C=CCn1cccc(C(=O)Nc2cc(OC)ccc2OC)c1=O,8,0,3,0,-12,8,-3,-15,2.5,-3,-0.2
CC(=O)NC(CC(=O)NCC(=O)Nc1ccc(F)c(F)c1)c1ccccc1 (stereo not drawn),-8,1,-4,16,32,4,3,0,0.2,-41,-0.2
c1ccc(Nc2cccc(Nc3ccccc3)c2)cc1,-26,-26,-178,14,3,-8,-1,-197,-2.1,-62,-0.1
O=C(c1ccccc1)N1CCC(=O)N(C(CO)Cc2ccccc2)CC1 (stereo not drawn),11,-1,4,21,-11,-10,-3,10,-1.5,5,0.0
COc1ccc(NC(=O)CSc2nnc3n2CCCCC3)cc1OC,-1,x,-3,-19,1,-1,x,5,0.7,4,-0.2
Cc1ccc(NC(=O)CCn2c(=O)c3cccn3c3ccccc32)cc1C,13,8,20,-77,29,20,0,-9,3.3,-9,-0.1
Fc1cccc(Cc2c(-c3cccc(Cl)c3)nc3c4ccccc4ccn23)c1,5,x,-77,-7,-29,0,x,-70,-0.5,-20,0.9
COC(=O)c1sc(-c2ccccc2)cc1NC(C)=O,-12,-14,-19,-37,0,-6,-1,-144,-0.7,-13,0.0
Cc1c(OC(C)C(=O)NCc2cccnc2)ccc2c3c(c(=O)oc12)CCCC3 (stereo not drawn),8,-16,10,4,-40,-11,0,12,-0.2,-5,-0.1
CSc1nsc(SCC(=O)NCc2ccccc2)n1,-26,19,-13,0,20,-1,-2,-6,-0.7,-14,0.0
O=C(Cn1c(=O)oc2cccnc21)Nc1ccc(C(F)(F)F)cc1,-2,x,-1,-6,-15,0,-3,9,-0.7,-9,-0.2
CCOc1ccc(OC(=O)c2cccnc2)cc1,-4,2,18,13,0,-12,5,6,-2.6,-7,0.2
COc1ccc2c(c1)c1nnc(SCC(=O)N3C(C)CCCC3C)nc1n2C (stereo not drawn),16,-2,3,-18,15,3,-3,-10,3.1,-9,-0.3
CCCNC(=O)C1(C)CCCN(Cc2csc(-c3ccccc3)n2)C1 (stereo not drawn),9,x,4,41,-10,-14,x,-2,-3.3,12,0.1
CCOC(=O)C1CCCN(Cc2nc(N)nc(Nc3ccc(C)cc3)n2)C1 (stereo not drawn),18,5,-13,1,15,0,1,-4,0.8,6,0.1
CCc1ccc(C2C3=C(CCCC3=O)OC3=C2C(=O)CCC3)cc1,23,7,17,0,18,5,1,11,3.1,-7,0.2
CCN(CC)S(=O)(=O)c1ccc(N2CCOCC2)c(NC(=O)C2CCCO2)c1 (stereo not drawn),5,-6,5,-15,7,6,-3,11,-0.1,-20,-0.1
CCCn1c(=O)c(C(=O)NNC(=O)Cc2ccccc2)c(O)c2ccccc21,-1,-4,26,-5,1,-6,5,16,-0.7,-13,-0.2
C/C(CC(=O)Nc1cc(Cl)ccc1Cl)=N\NC(=O)c1ccco1,-21,-6,1,-6,6,4,-2,4,-3.6,-57,-0.5
CCn1nc(C)c(/C=N/NC(=O)Cn2nc(C)cc2C)c1C,2,-1,8,3,2,-12,-2,9,1.2,-8,-0.1
COc1cc(OC)cc(-c2c(Sc3ccccc3)c3cc(-c4ccc(OC)nc4)ccc3n2C)c1,x,x,x,x,4,x,x,16,2.1,-7,-0.2
O=C1NC(c2ccccc2)C(c2ccccc2)N1 (stereo not drawn),-14,0,2,-3,18,2,x,12,0.3,4,0.0
c1ccc(-c2nc(NC3CCCC3)c3ccccc3n2)cc1,-11,4,3,-2,21,1,-8,-2,-0.2,-12,0.1
Cc1[nH]nc2c1C1(C(=O)N(Cc3ccc(Cl)cc3)c3ccccc31)C(C#N)=C(N)O2 (stereo not drawn),-6,11,31,-10,22,13,-2,30,-0.5,24,-0.1
COC(=O)c1ccccc1NC(=S)N(C)C,12,-17,8,-8,-5,-11,6,10,-0.3,2,0.0
O=C(NC1CCCCC1)N1CCCC(c2nc(-c3cccs3)no2)C1 (stereo not drawn),8,-12,27,-2,6,-1,2,-3,0.0,23,0.2
COCCNCCOCCOc1ccc(Cl)c(C)c1,-7,-5,14,2,-3,-9,1,18,-1.7,-23,0.4

# By substructure, those above containing fluorine (four)
SMILES,Shn3 inh set2,TRPM1 prom inh,Peg3 prom inh,CF NFkB block,TWEAK-Fn14 inh,KKLEB cytotox,NR2E3 ag-1,HIF-2a inh,hiPSC survival,NR2E3 ag-2,aDG glyco up
COc1cccc(C2CC(c3ccc(F)cc3)Nc3nc(N)nn32)c1 (stereo not drawn),5,-3,3,-14,-4,16,-1,12,-1.5,0,-0.2
CC(=O)NC(CC(=O)NCC(=O)Nc1ccc(F)c(F)c1)c1ccccc1 (stereo not drawn),-8,1,-4,16,32,4,3,0,0.2,-41,-0.2
Fc1cccc(Cc2c(-c3cccc(Cl)c3)nc3c4ccccc4ccn23)c1,5,x,-77,-7,-29,0,x,-70,-0.5,-20,0.9
O=C(Cn1c(=O)oc2cccnc21)Nc1ccc(C(F)(F)F)cc1,-2,x,-1,-6,-15,0,-3,9,-0.7,-9,-0.2

# The listing continues:
SMILES,Shn3 inh set2,TRPM1 prom inh,Peg3 prom inh,CF NFkB block,TWEAK-Fn14 inh,KKLEB cytotox,NR2E3 ag-1,HIF-2a inh,hiPSC survival,NR2E3 ag-2,aDG glyco up
O=C(NCc1ccccn1)[C@H]1C[C@@H]1[C@H](NP(=O)(c1ccccc1)c1ccccc1)c1ccccc1,-3,1,0,-1,18,8,5,10,-2.0,22,0.1
COc1cc(/C=C/C(=O)N2C(=O)c3cccc(N)c3C2=O)cc(OC)c1OC,-19,21,65*,64*,92*,-5,1,10,-1.6,-23,-0.4
CCOc1ccc2oc(C(=O)O)c(C)c2c1,-37,-13,-45,-13,-15,-4,3,-54,-0.3,-10,-0.3
COc1ccc(C(=O)NC(CCSC)C(=O)N2CCCCCC2)cc1 (stereo not drawn),-8,2,25,-5,15,0,0,8,0.1,-20,-0.1
Cc1c(Cl)cnc(NC(=O)COC(=O)c2ccc3c(c2)OCO3)c1Cl,-8,0,6,-10,8,5,2,-10,1.6,-10,-0.1
COc1ccc(-c2csc(Nc3ccc(C)cn3)n2)cc1OC,-44,-45,-157,-15,8,5,-1,-280,-0.3,-102,-0.3
COCCCN1C(=O)c2ccc(C(=O)OCC(=O)NCCc3ccccc3)cc2C1=O,-8,2,-12,-7,20,-1,1,11,-0.4,21,0.0
Cc1cccc(NC(=O)c2ccc([N+](=O)[O-])cc2Cl)n1,-16,12,-29,-11,-9,2,1,-41,0.7,-16,0.0
COC(=O)C(CCSC)NC(=O)CNC(=O)C1CCCCC1 (stereo not drawn),0,8,11,-10,-10,-2,5,10,0.4,8,-0.4
COc1ncnc2c1ncn2CCCNCCCN1CCCC1=O,-11,x,1,-2,-15,12,x,8,5.1,-26,0.0
CN(C)S(=O)(=O)c1cccc(NC(=S)NCc2ccc3c(c2)OCO3)c1,2,-3,22,21,-14,-17,1,-4,1.8,-13,0.0
C/C(N)=C(/C#N)C(=O)CSc1nnc(SCc2ccc(Cl)cc2)s1,27&23,-9&12,-62&-63,3&9,9&22,3&-8,1,-136&-91,0.4&-1.8,38&37,1.6&2.0
Cc1cccc([N+](=O)[O-])c1NC(=O)CSc1nnc2ccccn12,-5,1,-8,-20,9,6,1,5,5.3,-1,0.0
CC1=NN(C)C(=O)C1Cc1c(F)cccc1Cl (stereo not drawn),47,-3,-6,6,-9,0,-3,16,0.1,-20,-0.1
CC(=O)Oc1ccc2occ(-c3ccccc3)c2c1,-37,-35,-208,38,54*,7,0,-106,-0.8,-126,-0.1
COc1ccccc1N1CCN(S(=O)(=O)CCNC(=O)c2ccc(OC(C)C)cc2)CC1,31,18,11,-7,5,3,2,13,1.3,31,0.6
COc1ccc(NS(=O)(=O)c2ccc(Oc3cccc(C(=O)O)c3)cc2)cc1,0,10,7,8,-10,11,0,11,-2.8,-40,-0.2
CCNS(=O)(=O)c1ccc(CCC(=O)N2CCN(c3ccccc3F)CC2)cc1,-1,-10,7,-11,-3,0,7,14,-0.4,-24,0.0
COc1ccc([C@H]2N[C@]3(CCCN(Cc4ccc(C)cc4)C3=O)[C@H]3C(=O)N(Cc4ccccc4)C(=O)[C@@H]23)cc1,4,x,9,-19,9,-5,x,1,6.3,-24,0.0
COc1ccccc1CNC(=O)CCCN1C(=O)NC2(CCCC2)C1=O,9,10,12,13,-6,-16,x,3,-0.1,2,0.1
O=C(NC1(C(F)(F)F)C(=O)Nc2c1c(=O)[nH]c(=O)n2Cc1ccco1)C1CC1 (stereo not drawn),-3,1,14,13,-6,1,0,3,6.3,5,-0.3
COCC(=O)N/N=C/c1c(C)[nH]n(-c2ccccc2)c1=O,-14,15,11,-37,4,4,-1,15,-0.5,-9,-0.3
Cc1c(C(=O)N2CCN(c3cccc(Cl)c3)CC2)cccc1[N+](=O)[O-],20,-1,6,-9,-11,-2,4,20,0.2,-4,0.9

# Arranged by count of non-hydrogen atoms (smallest number first): part of the list above.
SMILES,Shn3 inh set2,TRPM1 prom inh,Peg3 prom inh,CF NFkB block,TWEAK-Fn14 inh,KKLEB cytotox,NR2E3 ag-1,HIF-2a inh,hiPSC survival,NR2E3 ag-2,aDG glyco up
Cc1cccc([N+](=O)[O-])c1NC(=O)CSc1nnc2ccccn12,-5,1,-8,-20,9,6,1,5,5.3,-1,0.0
Cc1c(C(=O)N2CCN(c3cccc(Cl)c3)CC2)cccc1[N+](=O)[O-],20,-1,6,-9,-11,-2,4,20,0.2,-4,0.9
COc1ccccc1CNC(=O)CCCN1C(=O)NC2(CCCC2)C1=O,9,10,12,13,-6,-16,x,3,-0.1,2,0.1
